# Assay outcomes from PubChem BioAssay.
# DT40 TDP1 CPT – growth inhibition of DT40 Tdp1-/-;hTDP1 cells with camptothecin (screen for TDP1 inhibitors) | chicken DT40 Tdp1-/-;hTDP1 cells + 20 nM CPT, ATP luminescence, 48 h | Potency, µM (titrated, usually from 46.2 µM), for inactives: top-dose activity change, negative = growth inhibition, most hits filed as inhibitors | hit rate 12% among 420,000; further: nearly all actives have a fitted effect of over 55% in size
#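 Chicken DT40 Tdp1-/- cells complemented with human TDP1, 400 cells/well, exposed to compounds plus 20 nM camptothecin for at least 48 h at 37 C; viability read as ATP content by CellTiter-Glo luminescence.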
# TDP1 block – inhibitors of human tyrosyl-DNA phosphodiesterase TDP1 | Potency, µM (highest dose often 130 µM), for the others: at the highest dose activity change, negative = inhibition, hits mostly inhibitors | Q9NUW8 | recombinant TDP1, AlphaScreen DNA substrate cleavage | hit rate 0.28% among 350,000 | AID 485290; further: nearly all actives have a fitted effect of over 40% in size
# Target sequence (Q9NUW8 whole entry, looked up): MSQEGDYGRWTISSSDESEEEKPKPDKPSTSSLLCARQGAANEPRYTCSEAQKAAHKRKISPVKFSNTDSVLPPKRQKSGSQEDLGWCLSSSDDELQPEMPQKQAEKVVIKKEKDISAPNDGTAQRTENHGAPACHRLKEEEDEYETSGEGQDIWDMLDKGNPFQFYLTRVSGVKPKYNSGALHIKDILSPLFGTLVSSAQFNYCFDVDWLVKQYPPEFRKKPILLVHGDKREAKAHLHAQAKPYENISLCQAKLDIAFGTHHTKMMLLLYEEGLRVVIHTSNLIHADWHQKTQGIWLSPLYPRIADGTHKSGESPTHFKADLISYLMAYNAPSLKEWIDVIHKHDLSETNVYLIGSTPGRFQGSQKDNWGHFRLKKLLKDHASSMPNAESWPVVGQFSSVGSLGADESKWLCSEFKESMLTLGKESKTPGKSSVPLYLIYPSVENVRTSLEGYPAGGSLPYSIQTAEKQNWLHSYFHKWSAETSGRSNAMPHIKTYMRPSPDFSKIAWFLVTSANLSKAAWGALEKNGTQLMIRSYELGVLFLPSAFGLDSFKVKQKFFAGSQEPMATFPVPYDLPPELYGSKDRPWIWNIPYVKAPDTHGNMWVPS
#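 AlphaScreen read-out: signal falls as enzyme removes the 3' tyrosine-FITC from a 5'-biotinylated DNA oligo (15 nM, 5 min, RT). Enzyme was E. coli-made recombinant Tdp1 at 1 nM, exposed to compound for 15 min beforehand; beads 10 ug/ml, 10 min.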
# TDP1 cell noCPT – qHTS for Inhibitors of human tyrosyl-DNA phosphodiesterase 1 (TDP1): qHTS in cells in absence of CPT; DT40 Tdp1-/- hTDP1 cells, no CPT, ATP luminescence, 48 h; Potency, µM (series often up to 46.2 µM), without a hit: top-dose activity change, negative = growth inhibition, hits mostly inhibitors; hit rate 15% among 420,000; AID 686978, 2013; further: nearly all actives have a fitted effect of over 55% in size
#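 Compound effects on proliferation are scored in DT40 Tdp1-/-;hTDP1 cells in the absence of CPT. ATP levels (CellTiter-Glo luminescence) are recorded after a ≥48 hr, 37 °C incubation.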
# * hit, by the source's call; ? = inconclusive; . = no result given; & = joins results of further samples; [ ] = dose if it differs, or a comment. The call rests on the fitted dose curve; in most records, active means well fitted curve in the direction sought with a large enough effect; inconclusive means small, poorly fitted or top-dose-only effect, or another doubt; inactive means no such curve, though single readings can be large; an effect the other way counts as inactive or inconclusive. On the % scale 0 is the no-effect control and ±100 the full control effect; potency means the concentration at half of the fitted maximal effect.
Structure	TDP1 cell noCPT	TDP1 block	DT40 TDP1 CPT
CC1CN(CCCCOc2ccc(F)cc2)CC(C)O1 (stereo not drawn)	-2.9%	2.6%	3.9%
COc1ccc(OC)c(NC(=O)c2cc3cc(C)ccc3n2C)c1	?	-0.5%	?
CC(=O)c1ccc(NC(=O)C2CCCNC2=O)cc1 (stereo not drawn)	8.6%	0.0%	1.4%
Nc1ccc(N=Nc2ccc(N)cc2)cc1	?	.	-20.4%
O=C(Nc1ccc2c(c1)OCO2)NC1(C(F)(F)F)Oc2ccccc2O1	-15.7%	2.0%	-26.6%
C[C@H]1CN([C@@H](C)CO)C(=O)c2cc(NC(=O)C3CCCCC3)ccc2O[C@H]1CN(C)S(=O)(=O)c1ccccc1	?	1.7%	20.6µM*
COc1cc(C2SCC(=O)N2Cc2ccccc2)cc(OC)c1OC (stereo not drawn)	-24.9%	.	-13.4%
Fc1ccc(-c2cnc3n2CCCCC3)cc1	?	5.9%	-20.9%
CCCCn1nnnc1C1(C)CCC(=O)N1CCCN1CCOCC1 (stereo not drawn)	-0.9%	.	-3.8%
Cc1c(C(=O)NCc2ccccc2Cl)sc2nc3n(c(=O)c12)CCCC3	23.1µM*	13.0%	?
Cc1ccc(-c2nc3ncccn3c2NC2CCCC2)o1	?	2.0%	-8.3%
Cc1nn(Cc2ccc(Cl)cc2)c2sc(C(=O)OCC(N)=O)cc12	-27.7%	3.6%	?
FC(F)(F)C(F)(F)C(F)(F)C(F)(F)C(F)(F)C(F)(F)F	7.0%	.	2.3%
COc1ccc(C(=O)NC(c2ccccc2Cl)c2cc(Cl)c3cccnc3c2O)cc1 (stereo not drawn)	13µM*	10.4%	8.2µM*
CCOC(=O)c1c(/N=C/C2C(=O)CCCC2=O)sc(C)c1C	-5.1%	0.0%	-3.6%
COc1ccc(NC(=O)/C(=C/c2ccc3c(c2)OCO3)NC(C)=O)cc1	10.4%	0.0%	1.2%
COc1cc(NC(=O)Cn2cc(S(=O)(=O)c3ccccc3)c(=O)c3ccccc32)cc(OC)c1	?	6.4%	4.0%
Cc1c(C)n2c(SCC(=O)N3CC(C)OC(C)C3)nnc2[nH]c1=O (stereo not drawn)	14.4%	.	28.5%
O=C(c1cccc(S(=O)(=O)NCc2ccccc2)c1)N1CCCC(C(F)(F)F)C1 (stereo not drawn)	?	.	-25.3%
CCOc1ccc(-n2c(C)nc3cc(C(=O)NCc4ccc(C)cc4)ccc32)cc1	16.4µM*	2.6%	?
O=C(COC(=O)c1ccc(Cl)c(S(=O)(=O)N2CCCCC2)c1)NC1CCCCC1	-11.2%	.	-10.9%
Cc1ccc(S(=O)(=O)N/N=C/c2ccc(OCC(=O)N3CCOCC3)cc2)cc1	13.2%	1.8%	8.3%
CCOC(=O)C1(C)CCN1C(=O)COc1ccc(C(C)(C)C)cc1 (stereo not drawn)	20.6µM*	.	20.6µM*
O=C1NC[C@H](Cc2ccc(O)cc2)N(C[C@H]2CCCN2C[C@H](Cc2ccc(O)cc2)N2C[C@H](Cc3ccc(O)cc3)N(CCc3ccccc3)C(=O)C2=O)C1=O	-0.3%	.	-14.2%
Cc1ccccc1-c1cc(C(=O)NCc2ccco2)n(CC2CC(c3cccnc3)=NO2)n1 (stereo not drawn)	20.6µM*	2.4%	18.4µM*
COc1ccccc1N1CCN(C(=O)c2ccc(CN3CCOCC3)cc2)CC1	?	-7.7%	?
COc1cccc(CNC(=O)C2CCCN(C(=O)c3ccc(Cl)cc3)C2)c1 (stereo not drawn)	?	-0.1%	-24.8%
O=CN1c2ccccc2CSc2ccccc21	-15.7%	.	-18.0%
Cc1cc(-c2n[nH]c(=S)n2/N=C/C=C/c2ccccc2)n[nH]1	-8.7%	8.1%	-23.6%
COc1cc(OC)c(OC)cc1/C=C1\SC(N2CCCCC2)=NC1=O	?	.	-26.0%
COc1ccc(S(=O)(=O)NCC(=O)NCc2cc(=O)n(C)c(=O)n2C)cc1	9.8%	.	2.6%
CC1=C(C(=O)N2CCOCC2)C(c2ccc(C)cc2)NC(=S)N1 (stereo not drawn)	-0.6%	-5.5%	-6.3%
C/C(=N\NC(=O)CN1CCCCC1)c1ccccc1O	?	.	?
CCOC(=O)c1cc(-c2ccc(N3CCOCC3)cc2)nn1-c1ccccc1C(=O)O	-25.9%	1.58µM*	-11.5%
CC1CCCN(C(=O)c2ccc([N+](=O)[O-])o2)C1 (stereo not drawn)	-20.2%	-0.4%	?
NC(=O)CC[C@H](NC(=O)c1ccc(Cl)cc1)C(=O)NNC(=O)COc1cccc(Br)c1	-17.8%	-1.3%	4.0%
CC1(c2nnc(-c3ccc(F)cc3)o2)CC(c2cccc(Cl)c2)=NO1 (stereo not drawn)	-7.0%	0.0%	-12.7%
Cc1cc(-c2nc3ncccc3o2)ccc1NC(=S)NC(=O)c1ccco1	-21.8%	0.0%	5.5%
Cc1ccnc(NC(=O)C2CCN(S(=O)(=O)c3cccc4nonc34)CC2)c1	-29.2%	2.9%	-1.6%
CCOc1ccc(OCC)c(NC(=O)CN2CCN(C(=O)c3ccco3)CC2)c1	?	2.3%	?
CCOC(=O)c1c(C)c(C(=O)Nc2cc(F)ccc2F)c(C)n1C	10.3µM*	2.6%	18.4µM*
C[N+](C)(CC#Cc1ccccc1)CC(=O)c1ccc(Cl)cc1	?	8.1%	?
CCOC(=O)c1c(C)[nH]c(N=Nc2ccc(C)cc2)c1C	-26.5%	10.7%	?
COc1ccc(OC)c2[nH]c(=O)c(CCNC(=O)C(C)(C)C)cc12	-3.8%	-1.0%	4.4%
O=C(COc1ccc2ccccc2c1)NCC1CCCO1 (stereo not drawn)	-29.6%	.	-3.2%
COc1cc(/C=N/n2cnc3scc(-c4cccs4)c3c2=O)cc(OC)c1OC	2.91µM*	4.4%	4.61µM*
CCc1ccc(NC(=O)NNC(=O)c2ccc3ccccc3c2O)cc1	3.9%	3.8%	9.6%
Cc1ccc(/C=N/N2CCN(Cc3ccc(C)cc3)CC2)cc1	-12.3%	7.5%	1.4%
O=C(c1ccccc1)c1ccc(OCC(O)CN2CCCC2)cc1 (stereo not drawn)	-13.0%	0.0%	0.0%
Cc1nc2nc(-c3ccccc3)nn2c(C)c1C	-20.0%	.	-6.0%
CN(CC(=O)Nc1ccccc1Cl)C(=O)COC(=O)C1=COCCO1	-6.6%	.	2.8%
CCOc1ccc(CN(Cc2ccco2)C(c2cccs2)c2nnnn2C(C)(C)C)cc1 (stereo not drawn)	16.4µM*	-5.2%	?
Oc1ccc(-n2nnnc2SCc2c(F)cccc2Cl)cc1	0.8%	.	?
O=C(CCc1ccccc1)N/N=C\c1cc2c(cc1Br)OCO2	?	3.7%[56.1 µM]	?
CC1CCC/C(=C\Nc2ccc(C(=O)O)cc2)C1=O (stereo not drawn)	4.2%	.	-6.4%
O=C(Cn1nc(-c2ccccc2)ccc1=O)NCC1CCCO1 (stereo not drawn)	-18.6%	7.1%	-7.7%
CN(C)c1ccc(-n2cc3c(=O)n(C)c(=O)n(C)c3c2)cc1	?	3.2%	?
COc1ccc(C(=O)C(C)OC(=O)CCN2C(=O)C3CC=CCC3C2=O)cc1 (stereo not drawn)	-17.4%	1.7%	-9.5%
CCOC(=O)c1ccc(NS(=O)(=O)c2c(C)nc3sccn3c2=O)cc1	16.4µM*	.	16.4µM*
Cc1ccc2occ(CN3CCN(c4ccccc4)CC3)c(=O)c2c1	-24.3%	6.2%	-22.9%

# Additional structures follow.
Structure	TDP1 cell noCPT	TDP1 block	DT40 TDP1 CPT
Cc1ccccc1N(C)S(=O)(=O)c1nnc(NC(=O)c2ccccc2F)s1	15.5%&-24.4%	3.5%&10.4%	-7.6%&-8.8%
CSCCC(NC(=O)c1ccco1)C(=O)NCCc1ccc(F)cc1 (stereo not drawn)	7.7%	0.1%	-11.6%
CCC(CC)C(=O)N1CCc2cc(OC)c(OC)cc2C1COc1ccccc1OC (stereo not drawn)	?	-2.6%	?
CCSC1=C(C#N)C(c2cccc(Br)c2)CC(=O)N1 (stereo not drawn)	0.8%	5.6%	?
O=[N+]([O-])c1cccc(-c2ccc(C(=S)N3CCN(c4ccc(F)cc4)CC3)o2)c1	-12.0%	-1.2%	-17.3%
CN(C)CCNc1cc(-c2ccncc2)nc2ccccc12	-20.8%	0.0%	1.6%
C=CCn1c(=O)/c(=C2/SC(C)=C(C)N2CC)s/c1=C1/C(=O)N(CC)C(=S)N1c1ccccc1	?	8.8%	-28.7%
Cc1ccccc1NC(=O)c1ccc(C)c(S(=O)(=O)Nc2cccnc2)c1	-3.6%	0.1%	-5.0%
Cc1ccc2nc(N(CCCN(C)C)C(=O)CS(=O)(=O)c3ccccc3)sc2c1	-8.4%	.	-15.5%
COc1ccc(S(=O)(=O)N2CCCC(C(=O)NCC3CCCO3)C2)cc1Cl (stereo not drawn)	-28.3%	0.3%	-12.6%
CC(C)N(C(=O)Cn1cc(S(=O)(=O)CC(=O)NC2CCCCC2)c2ccccc21)C(C)C	-23.5%	3.5%	-10.3%
O=C1C=CC(=O)N1c1ccc(O)cc1	2.31µM*	11.2%	2.59µM*
COc1cccc(C(=O)NNC(=O)C(=O)Nc2cccc3ccccc23)c1	?	5.7%[0.0935 µM]	?
CNc1cc(N2CCCCCC2)ccc1[N+](=O)[O-]	?	3.0%	?
COC(=O)C1CCN(C(=O)c2ccc3nc(-c4cccc(OC)c4)oc3c2)CC1	-28.2%	5.6%	-25.2%
Cc1c(NC(=O)c2ncn[nH]2)cccc1-c1nc2ccccc2s1	?	1.1%	-20.8%
C(=C\c1ccccc1)/CN1CCN(C(c2cccs2)c2nnnn2-c2ccc3c(c2)OCCO3)CC1 (stereo not drawn)	23.1µM*	.	?
CCC(=O)N1c2nc(C(C)C)nn2C2(CCCCC2)[C@@H]2CCCC[C@@H]21	4.11µM*	0.5%	8.2µM*
CC(C)c1nnc(NC(=O)CCN2C(=O)c3ccccc3C2=O)s1	-0.7%	3.1%	-1.0%
CC(C)OC(=O)c1c(N)sc2c1CCCC2	-11.4%	.	-21.5%
CCCC1(C)C(C#N)C(=O)NC(=O)C1C#N (stereo not drawn)	-2.2%	.	1.3%
COc1ccccc1N1CCN(c2cc(N3CCCC3)nc(C)n2)CC1	?	3.3%	?
COc1ccc(-c2cc(=O)c3ccccc3o2)cc1OC	14.6µM*	8.1%[56.1 µM]	?
Cc1c(C2(c3c(C)n(C)n(-c4ccccc4)c3=O)C(=O)Nc3ccc(F)cc32)c(=O)n(-c2ccccc2)n1C	-3.9%	4.0%	-6.5%
Cn1nc(C(=O)Nc2cc(F)ccc2F)c2c1-c1ccccc1SC2	?	-2.9%	-25.0%
CC(C)c1cc(Cn2c3ccccc3c(=O)n2C(C)Cn2cc(-c3ccccc3)nn2)on1 (stereo not drawn)	?	.	10.7%
CCCN(CC1CC1)C(=O)CCc1nnc(CCc2c[nH]c3ccccc23)o1	?	5.4%	?
O=C(CSc1nc2c(oc3ccccc32)c(=O)n1Cc1ccco1)Nc1cccc(Cl)c1	20.6µM*	-2.0%	?
Oc1ccccc1N1CCN(Cc2ncc(-c3ccccc3)o2)CC1	-10.0%	6.9%	6.1%
Cc1cc(F)ccc1Oc1cc(NN2CCCCC2)c([N+](=O)[O-])cc1[N+](=O)[O-]	-12.5%	.	-4.8%
CN(C)c1cccc(C(=O)N2CCC(n3nccc3NC(=O)C3CCOC3)CC2)c1 (stereo not drawn)	1.6%	5.6%	5.2%
